High-throughput results deposited in PubChem BioAssay by National Center for Advancing Translational Sciences (NCATS).
Integrin act MD: activators of alpha7 integrin expression for muscular dystrophy | alpha7betagal myoblasts, beta-gal FDG fluorescence, 48 h | 350,000 tested, 0.064% active | Potency, µM (doses to about 38.3 µM), for inactives: at the top dose activation, usual class: activators;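 note: potency is the fitted concentration of half-maximal effect; 100% = response of the positive control SU9516; nearly all actives have a fitted effect of over 60% in size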
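Alpha7betagal+/- myoblasts (passage 13) were plated 16-24 hr, then exposed to compounds (1:260 dilution of DMSO stock) for 48 hours at 37C. After MPER lysis, β-galactosidase reporter activity was read as FDG fluorescence (ex 480/em 540) after 30 minutes.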
TSHR antag: antagonists of human thyroid stimulating hormone receptor; P16473; TSHR-expressing cells, TSH-stimulated cAMP HTRF, 2 h; active compounds read low; activity change, negative = inhibition, % at 11.5 µM; 330,000 tested, 0.2% active;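 active = activity change below a set negative limit, meaning inhibition stronger than a set level, cut at about -70% in these data; inconclusive = activity change between two set negative limits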; note: % is set by controls: 0 for no effect and ±100 for the full control effect
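Competitive HTRF cAMP read-out (cryptate anti-cAMP antibody, cAMP-d2; 30 min, room temperature) in freshly harvested TSHR cells. Compounds added before TSH at EC80 (4nM final), followed by 2 hours' incubation at 37 deg C.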
TSG101-PTAP inh: blocks PTAP/TSG101 interaction to inhibit HIV-1 budding; Q99816; Fluorescence polarization, FITC-PTAP peptide / Tsg101 binding; Potency, µM (series often up to 115 µM), for inactives: at the highest dose activity change, negative = inhibition, actives largely listed as inhibitors; 340,000 tested, under 10 active; active = well fitted inhibition curve with a large enough effect in the main read-out, with a control signal flat, not every such curve was filed as active; inconclusive = small, poorly fitted or top-dose-only effect, or effect the other way, or a change in a side signal; inactive = no such curve, though single readings can be large or run the other way; note: potency is the fitted concentration of half-maximal effect; % of control where 0% means no effect
Target sequence (Q99816 whole entry, looked up): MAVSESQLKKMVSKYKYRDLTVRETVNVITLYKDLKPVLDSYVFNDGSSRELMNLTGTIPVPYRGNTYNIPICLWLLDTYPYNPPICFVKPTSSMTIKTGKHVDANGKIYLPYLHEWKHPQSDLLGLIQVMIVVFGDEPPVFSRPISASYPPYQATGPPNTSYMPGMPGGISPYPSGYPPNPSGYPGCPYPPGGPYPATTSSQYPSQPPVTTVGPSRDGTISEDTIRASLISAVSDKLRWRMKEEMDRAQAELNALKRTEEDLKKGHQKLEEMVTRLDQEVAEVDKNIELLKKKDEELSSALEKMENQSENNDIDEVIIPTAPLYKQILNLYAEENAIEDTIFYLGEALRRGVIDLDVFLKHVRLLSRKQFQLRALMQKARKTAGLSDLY
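FP read-out: FITC-PTAP peptide, 50 nM final, binding Tsg101 binding domain, 10 uM final; 20 min, r.t.; 10 mM HEPES pH 7.5, 0.15 M NaCl, 0.01% Tween 20, 3 mM EDTA, 0.1 mM TCEP.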
ELG1 repair inh: ELG1-dependent DNA repair inhibition. HEK293T ELG1-luciferase reporter, luminescence, 16 h; DNA damage induced by 5-fluorouridine. Potency, µM (doses to about 46.1 µM), for inactives: at the highest dose activity change, negative = inhibition, most hits filed as inhibitors. 330,000 tested, 2.3% active. AID 504467; note: potency is the fitted concentration of half-maximal effect; % is set by controls: 0 for no effect and ±100 for the full control effect; nearly all actives have a fitted effect of over 55% in size
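Step one: seed 2,000 cells per well. Step two: pin-transfer compound or DMSO alongside 5-fluorouridine. Step three: incubate 16 hr, 37 °C, 5% CO2. Step four: add ONE-Glo, wait 30 min, read luminescence.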
Mito fusion yeast: mitochondrial division inhibition or fusion activation. S. cerevisiae fusion-defective mutant growth rescue, CellTiterGlo 48 h. Potency, µM (highest dose often 46.1 µM), without a hit: at the highest dose growth rescue (activation), usual class: activators. 320,000 tested, 0.23% active. AID 485298;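 note: potency is the fitted concentration of half-maximal effect; % of control where 0% means no effect; nearly all actives have a fitted effect of over 45% in size; temperature-sensitive fusion mutants such as fzo1-1 at 37 °C on non-fermentable ethanol glycerol medium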
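Read-out: ATP-based luminescence (CellTiterGlo, 10 min ambient) reporting growth of fusion-defective ts yeast after 48 hours at 37C on glycerol/ethanol YPEG medium in the presence of compound.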
TCR activator: T cell receptor activation; primary human leukocytes, anti-CD3, IL-2 HTRF, 48 h; Potency, µM (titrated, usually from 9.22 µM), for inactives: at the highest dose activation of IL-2 secretion, most hits filed as activators; 330,000 tested, under 10 active; note: % of control where 0% means no effect
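IL-2 release read by HTRF sandwich (Eu cryptate donor, d2 acceptor, 665 nm emission) after 48 hr exposure of primary human leukocytes to compound together with anti-CD3 beads in the absence of co-stimulatory signals.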
BCR signal inh: chronic active BCR signaling inhibition; ABC-DLBCL IkBa-CBG/CBR reporter, luminescence ratio, 4 h; Potency, µM (top dose mostly 46.1 µM), inactives show at the top dose ratio change, negative = lower green/red ratio, usual class: inhibitors; 340,000 tested, 0.05% active; AID 493014; active = well fitted inhibition curve with a large enough effect in the signal ratio, with a control signal flat, not every such curve was filed as active; inconclusive = small, poorly fitted or top-dose-only effect, or effect the other way, or a change in a side signal; the % refers to the signal ratio;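 note: potency is the fitted concentration of half-maximal effect; plate controls were basal doxycycline-induced cells for no effect and cells given 10 µM MG132 for full effect; MG132 reads +100%, hits lower the ratio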
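Concentration-response series (up to 46 uM) were applied to TMD8 dual-reporter cells for 4 h at 37C with doxycycline. Green/red ratio, after filter-overlap correction, defined %Activity; red signal alone was normalised to basal cells and zero luminescence.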
Eya2 phos inh: Eya2 (human) phosphatase inhibition; Potency, µM (highest dose often 76.9 µM), for the others: top-dose activity, negative = inhibition, actives largely listed as inhibitors; recombinant Eya2, OMFP fluorescence dephosphorylation (OMFP is methylfluorescein phosphate); O00167; 330,000 tested, 0.006% active; note: potency is the fitted concentration of half-maximal effect; % is set by controls: 0 for no effect and ±100 for the full control effect
Target sequence (O00167 whole entry, looked up): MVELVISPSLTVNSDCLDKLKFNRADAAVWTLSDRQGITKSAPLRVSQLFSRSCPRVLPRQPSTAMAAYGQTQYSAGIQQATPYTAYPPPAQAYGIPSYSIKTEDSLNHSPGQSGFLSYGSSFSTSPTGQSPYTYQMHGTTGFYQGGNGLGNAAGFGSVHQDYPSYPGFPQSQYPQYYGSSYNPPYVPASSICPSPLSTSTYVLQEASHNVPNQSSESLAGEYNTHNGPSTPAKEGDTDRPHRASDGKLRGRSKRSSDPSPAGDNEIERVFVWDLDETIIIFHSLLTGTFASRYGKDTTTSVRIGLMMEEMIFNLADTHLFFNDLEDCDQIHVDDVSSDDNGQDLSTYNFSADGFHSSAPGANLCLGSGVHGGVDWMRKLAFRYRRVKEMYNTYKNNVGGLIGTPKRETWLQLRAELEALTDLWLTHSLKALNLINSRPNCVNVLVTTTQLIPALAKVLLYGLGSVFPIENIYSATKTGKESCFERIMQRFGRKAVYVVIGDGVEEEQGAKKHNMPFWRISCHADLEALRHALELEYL
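Eya2 (0.2 uM) preincubated 10 min at ambient with compound, then OMFP substrate added at 50 uM; 10 min reaction in 50 mM HEPES pH 7.5, 50 mM NaCl, 5 uM MgCl2, 0.05% BSA, 1 mM DTT. Fluorescence read at Ex 485/Em 525 nm.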
S-ASM inh: inhibitors of human secretory acid sphingomyelinase. AID 504937. placental ASM, HMU-PC fluorogenic substrate, 60 min. Potency, µM (top dose mostly 57.5 µM), for the others: at the top dose activity change, negative = inhibition, most hits filed as inhibitors. P17405. 340,000 tested, 0.006% active; note: potency is the fitted concentration of half-maximal effect
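HMU-PC0 cleavage (9 uM final) by human placental ASM, 60 min at 37 °C following 10 min compound exposure at RT; stopped at pH 10, fluorescence Ex 386/Em 447 nm.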
A-T KAP1 phos: candidate therapy for ataxia-telangiectasia; […] A-T fibroblasts, KAP-1 phosphorylation AlphaLISA; neocarzinostatin DNA damage 30 min before lysis; Potency, µM (top dose mostly 57.5 µM), for inactives: at the highest dose activation, hits mostly activators; 320,000 tested, 0.19% active; AID 485349; note: potency is the fitted concentration of half-maximal effect; % of control where 0% means no effect; nearly all actives have a fitted effect of over 45% in size
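hTERT-immortalized A-T patient fibroblasts ([…]), 500 cells/well in OPTI-MEM, 1% FBS, got compounds for 60 min, then NCS for 30 min at 37C. Lysates were then assayed for phospho-KAP-1 by AlphaLISA (anti-pKAP1 donor, anti-KAP1 acceptor beads), 6 hr at 25C.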
Tb PFK inh: blocks T. brucei phosphofructokinase; O15648; T. brucei PFK, ADP-Glo luminescence; Potency, µM (highest dose often 57.5 µM), for inactives: top-dose activity, negative = inhibition, most hits filed as inhibitors; 330,000 tested, 0.17% active; AID 485367;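 note: potency is the fitted concentration of half-maximal effect; 0% = uninhibited 1x PFK enzyme wells and -100% = no-enzyme wells; nearly all actives have a fitted effect of over 60% in size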
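In TEA buffer at pH 8.0 with 5 mM MgCl2, enzyme (1.25 nM) converted F6P (0.5 mM) and ATP (0.1 mM) for 45 min at room temperature. ADP product was read by luciferase luminescence.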
Active calls of the source: *; i = inactive; ? = inconclusive; / = not tested or not shown; [ ] = another dose, or the depositor's remark. Unless noted, calls come from the whole dose curve; as a rule, active = well fitted curve in the direction sought with a large enough effect; inconclusive = small, poorly fitted or top-dose-only effect, or another doubt; inactive = no such curve, though single readings can be large; an effect the other way counts as inactive or inconclusive.

SMILES | Integrin act MD | TSHR antag | TSG101-PTAP inh | ELG1 repair inh | Mito fusion yeast | TCR activator | BCR signal inh | Eya2 phos inh | S-ASM inh | A-T KAP1 phos | Tb PFK inh
CCCCC1=CC2=CC(=O)C(C)(OC(=O)CC)C(=O)C2=CN1c1ccccc1 (stereo not given) | 7% | 1 | / | -3% | -12% | 5% | 12% | -3% | 92%[activator] | 6% | 3%
COc1ccc(-c2cn3c4c(sc3n2)CCCC4)cc1 | 10% | -14 | -6% | ? | 10% | -4% | ? | 17% | 1% | / | 0%
CCOC(=O)N1CCN(C(=O)C2CCN(S(C)(=O)=O)CC2)CC1 | 13% | -1 | -3% | 0% | -6% | -373% | 4% | 14% | 7% | -1% | -14%
c1coc(-c2nc3ccccc3nc2-c2ccco2)c1 | -43% | -4 | -11% | 18% | 0% | 0% | 3% | 6% | / | 6% | -18%
O=C(CS(=O)(=O)Cc1ccccc1)N1CCN(c2ccccc2F)CC1 | -1% | -2 | 0% | 10% | 1% | 0% | 6% | 1% | 1% | 0% | -3%
O=C(Nc1ccccc1N1CCN(C(=O)c2ccc(Cl)cc2)CC1)c1cc(Br)ccc1Cl | 25% | -37 | -3% | -3% | -3% | -3% | ? | -7% | -2% | -4% | 1%
O=C(NCc1ccc(N2CCCC2=O)cc1)c1cnccn1 | 28% | 9 | -10% | 13% | -3% | -3% | 10% | -1% | 1% | -1% | 4%
COc1ccc(OC)c(NC(=O)COC(=O)c2c3c(nc4ccccc24)CCCC3)c1 | -4%[7.66 µM] | -20 | -5% | 12µM* | 5% | / | ? | -6% | ? | 0% | -1%
O=C(Nc1ccc(-c2csc(Nc3ccc(Cl)cc3)n2)cc1)c1ccccc1 | -2% | -11 | 3% | 18% | / | -3% | ? | -10% | 0% | -8% | 7%
O=C(NCc1ccccc1)C1CCN(S(=O)(=O)c2cc([N+](=O)[O-])ccc2Cl)CC1 | 2% | 4 | -4% | -6% | 5% | -8%[46.1 µM] | 3% | -7% | -1% | -4% | 2%
Cc1cc(C)nc(SCC(=O)Nc2ccc3c(c2)OCO3)n1 | -7% | 9 | 0% | -6% | -2% | 2% | -1% | 20% | 3% | 11% | -4%
CC(C)CNC(=O)c1cc(-c2ccco2)on1 | 15% | 1 | -8% | ? | 1% | 0% | ? | 17% | 3% | -8% | 8%
NC(=O)c1c(NC(=O)c2ccc(N3C(=O)CCC3=O)cc2)sc2c1CCCC2 | -8% | 7 | -2% | -6% | -10% | / | -10% | 6% | 11% | -1% | -2%
CCC(CO)(CO)N(CC(=O)Nc1ccc(OC)cc1)CC(=O)Nc1ccc(OC)cc1 | -10% | 36 | -10% | ? | -16% | -5% | -7% | -3% | -1% | 16% | 4%
COC(=O)C1=C(C)N(Cc2ccccc2)C(=NCc2ccccc2)N[C@H]1c1cccc(C(F)(F)F)c1 | -44% | 2 | -1% | 27% | / | 3% | ? | -33% | -12% | -7% | 1%
NS(=O)(=O)c1ccc(N2N=C(c3ccccc3)CC2c2cccc(Cl)c2)cc1 (stereo not given) | -27% | 63 | -13% | -17% | / | -6%[46.1 µM] | ? | -3% | i | ? | -2%
Cc1ccc(NC(=O)C2CCCN(c3ncccn3)C2)cc1C (stereo not given) | 0% | -5 | -5% | ? | 19% | -8% | -1% | -9% | 2% | 4% | 3%
COc1ccc(F)cc1S(=O)(=O)N1CCCN(S(=O)(=O)c2cc(F)ccc2OC)CC1 | 1% | 1 | -2% | ? | -3% | 3% | -12% | -20% | -4% | -3% | 2%
CC(C)CCNC(=O)c1ccc(CS(=O)(=O)Cc2ccccc2F)o1 | -15% | 8 | -1% | ? | 17% | -1% | 5% | 6% | 2% | -2% | 0%
CCOc1ccccc1OCC(=O)Nc1nc2ccccc2[nH]1 | -31% | 3 | -1% | -5% | 3% | 2% | ? | -3% | 6% | -5% | 5%
CC(C)n1c(CN2CCN(Cc3ccccc3)CC2)nc2ccccc21 | 2% | 12 | -1% | -17% | -5% | 2% | -6% | 3% | 0% | -6% | 12%
Cc1nc2ccccc2n1/N=C/c1cccnc1 | 3% | -4 | 0% | -9% | 0% | -2% | ? | -3% | 3% | / | 0%
C=CCNC(=O)COC(=O)c1oc2ccccc2c1CSC1CCCCC1 | -18% | -7 | 0% | -14% | 7% | -3%[46.1 µM] | 4% | -2% | 15% | 2% | -6%
COc1ccc(NS(=O)(=O)c2ccc(NC(=O)c3ccc(CN4CCOCC4)cc3)cc2)cc1 | -9% | 3 | -7% | -9% | -8% | 0% | 24% | -8% | 0% | 1% | -5%
CCCC(=O)Nc1nc2nc(-c3ccccc3)cc(=O)n2[nH]1 | -4% | 14 | -2% | ? | -3% | -1% | ? | 16% | 1% | -2% | 1%
CCCCCn1c(=O)[nH]c2cc(C(=O)NCCCN3CCCCC3)ccc2c1=O | -4% | 40 | -5% | -5% | 8% | -1%[46.1 µM] | 15% | 4% | 158%[activator] | / | -2%
C#CCOCCOCCOCCNc1nc(N2CCN(C(=O)CCCCCCCCCCNC(=O)[C@@H](CCC(=O)O)n3cc(CCCCCN)nn3)CC2)nc(N2CCN(C(=O)CCCCCCCCCCNC(=O)[C@H](CO)n3cc(CCCSC)nn3)CC2)n1 | 2% | 13 | -12% | -19% | -6% | 2% | ? | -9% | -9% | -1% | -5%
CCCc1nn(C)c(C(=O)Nc2cccc(C)c2)c1Cl | 21% | -28 | -3% | ? | 19% | 1%[46.1 µM] | -1% | -6% | -4% | 16% | 4%
CCOC(=O)c1cnc2cc(-c3ccc(Br)cc3)nn2c1C | 21% | 17 | 1% | ? | 1% | 3% | 0% | 10% | 15% | 3% | 4%
COCc1ccc(C(=O)N2CCCC(N3CCN(c4ccc(F)cc4)CC3)C2)o1 (stereo not given) | 22% | 2 | -8% | -23% | 1% | 1% | 3% | 2% | 5% | 9% | -2%
CCOC(=O)c1c(CSc2cccs2)n(C)c2cc(Br)c(O)c(CN(C)C)c12 | 5% | 6 | -4% | ? | -5% | 5% | ? | -3% | -10% | -5% | -6%
Cc1csc(SCC(=O)N2CCN(S(=O)(=O)c3ccc(Cl)cc3)CC2)n1 | 23% | -2 | -6% | -2% | 5% | 0% | 11% | 15% | -5% | 1% | 16%
Cc1cccc(OCCNc2cc(N3CCN(C)CC3)ccc2[N+](=O)[O-])c1 | -6% | 2 | -2% | -6% | -5% | 1%[46.1 µM] | -7% | 0% | -19% | 1% | -1%
O=C(Nc1ccc2c(c1)CCCN2C(=O)c1cccs1)c1c(F)cccc1Cl | -14% | 11 | 0% | 8% | 10% | -2% | ? | 1% | -1% | 1% | -2%

Some of these compounds in order of length of the SMILES, rising.
SMILES | Integrin act MD | TSHR antag | TSG101-PTAP inh | ELG1 repair inh | Mito fusion yeast | TCR activator | BCR signal inh | Eya2 phos inh | S-ASM inh | A-T KAP1 phos | Tb PFK inh
O=C(Nc1ccc(-c2csc(Nc3ccc(Cl)cc3)n2)cc1)c1ccccc1 | -2% | -11 | 3% | 18% | / | -3% | ? | -10% | 0% | -8% | 7%
CCC(CO)(CO)N(CC(=O)Nc1ccc(OC)cc1)CC(=O)Nc1ccc(OC)cc1 | -10% | 36 | -10% | ? | -16% | -5% | -7% | -3% | -1% | 16% | 4%
COc1ccc(F)cc1S(=O)(=O)N1CCCN(S(=O)(=O)c2cc(F)ccc2OC)CC1 | 1% | 1 | -2% | ? | -3% | 3% | -12% | -20% | -4% | -3% | 2%

As entered above:
Cc1nc2ccccc2n1/N=C/c1cccnc1 in S-ASM inh has 3%
CCCCCn1c(=O)[nH]c2cc(C(=O)NCCCN3CCCCC3)ccc2c1=O in TSG101-PTAP inh has -5%

Hits appear at their usual frequency. About 3.2% of those tested had a hit in this group.
